# From PubChem BioAssay
# P. falciparum M1AAP: malaria alanyl aminopeptidase activity blockers – biochemical, fluorogenic H-Leu-NHMec substrate, 1536-well (AID 1445); recombinant M1AAP, H-Leu-NHMec fluorogenic kinetic assay; higher % means a stronger effect; inhibition, % at 30 µM, or IC50 in µM where a hit was titrated; hit rate 0.42% among 220,000;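 active means primary inhibition above the hit cutoff, then over 50% inhibition at one or more dose response concentrations, cut at about 23% in these data, passing the limit was not always enough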;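 further: plate controls were DMSO full reaction for no effect and no enzyme background for full effect; strong numbers were not always called active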
# human PMI inhibitors: human PMI inhibitors, high substrate, primary screen, biochemical, fluorescence intensity, high mannose 6-phosphate (AID 1220); inhibition, % at 20 µM, or IC50 in µM where a hit was titrated; hit rate 0.66% among 190,000; recombinant PMI enzyme, coupled fluorescence intensity; higher % means a stronger effect
# P. falciparum M17LAP: P. falciparum M17LAP inhibitors, primary screen, biochemical, fluorogenic H-Leu-NHMec substrate, 1536-well (AID 1619) | inhibition, % at 30 µM, or IC50 in µM where a hit was titrated | recombinant M17LAP, H-Leu-NHMec fluorogenic kinetic assay; higher % means a stronger effect | hit rate 0.38% among 220,000;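 active means compound inhibiting the enzyme by more than half at any dose during confirmatory dose-response retesting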;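 further: plate controls were full reaction with DMSO carrier for no effect and no enzyme background for full effect; strong numbers were not always called active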
# XIAP displacement: XIAP antagonists, biochemical, IAP family, fluorescence polarization (AID 1018) | displacement, % at 20 µM, or IC50 in µM where a hit was titrated | hit rate 0.007% among 200,000 | XIAP BIR domain, fluorescence polarization peptide displacement; higher % means a stronger effect; in the data active means displacement above about 50%; further: a part of the inactive calls stands beside numbers as strong as those of hits
# Siah-1 displacement: Siah-1 peptide-binding antagonists, primary screen, biochemical, fluorescence polarization, rhodamine-plectin, uHTS (AID 1817); Siah-1 / rhodamine-plectin peptide fluorescence polarization; higher % means a stronger effect; one-dose displacement, % at 20 µM; IC50 in µM for titrated hits; hit rate 0.02% among 290,000;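 active means displacement of at least 50% at 20 µM, with a fluorescence ratio check between 0.3 and a set limit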;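 further: plate controls were Siah plus tracer with DMSO for no effect and tracer alone without Siah for full effect; strong numbers were not always called active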
# Dynein cargo inh: dynein cargo transport inhibition; AID 1381; z-score, hits read low; 3617.4 mouse cells, GR-EGFP nuclear translocation imaging; test concentration mostly 20 µM; stimulated with dexamethasone, 1 µM; active compounds read low; hit rate 0.47% among 220,000;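 active means plate z-score of nuclear minus cytoplasmic receptor signal below a set negative limit, without overly bright fluorescence or cell loss, cut at about -3.5 in these data, passing the limit was not always enough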;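 further: z-score of nuclear minus cytoplasmic ring GR-EGFP intensity difference per well; some compounds called inactive have numbers as strong as hits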
#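 Buffer or medium: tet-free medium with charcoal-stripped serum / Also added: dexamethasone agonist, 1.0 µM final, for 30 min / Timing: induction 48 h, compound 1 h, agonist 30 min / Measured by: high-content fluorescence imaging after fixation / Read-out: nuclear-to-cytoplasmic GR-EGFP distribution per well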
# AID2073: disruptors of CaV2.2 binding to Mint1 – biochemical, HTRF (AID 2073) | hit rate 0.19% among 290,000 | HTRF protein-protein interaction, Mint1-CaV2.2; higher % means a stronger effect | inhibition, % at 20 µM; hits with a dose series show IC50 in µM; in the data active means inhibition mostly above about 51%, no sharp cut-off; further: some results filed as inactive read as strong as hits
# LYP inhibition: inhibitors of LYP phosphatase, biochemical, fluorescence intensity, uHTS (AID 1779); recombinant LYP phosphatase, fluorescence intensity; higher % means a stronger effect; inhibition, % at 11.5 µM; hits with a dose series show IC50 in µM; hit rate 0.054% among 290,000;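 further: plate controls were vehicle with enzyme for no effect and no enzyme for full effect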
# human PMI inhibition: MPI enzyme activity inhibition – biochemical, fluorescence intensity, coupled assay, primary screen (AID 1209) | purified PMI enzyme, coupled fluorescence intensity; higher % means a stronger effect | inhibition, % at 20 µM; hits with a dose series show IC50 in µM | hit rate 0.42% among 190,000;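 further: plate controls were DMSO vehicle for no effect and wells lacking substrate for full effect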
# Dynein cargo inh cytoplasmic EGFP: also measured in Dynein cargo inh; calls as there; z-score; measured here: cytoplasmic GR-EGFP intensity; active compounds read high
# Dynein cargo inh nuclear GR-EGFP: second read-out of Dynein cargo inh, no call of its own (marks repeat the call); z-score; measured here: nuclear GR-EGFP intensity;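 lower value marks the stronger effect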
# Dynein cargo inh cell count: second read-out of Dynein cargo inh, no call of its own (marks repeat the call); z-score; measured here: cell count per field
# Numbers without * were called inactive; nt = not tested or not shown. Unless noted, no stated cut-off is given here; in the data, active means inhibition above about 50%; inactive means the rest.
1. CC1=NCCN1S(=O)(=O)c1cc(Cl)ccc1Cl
2. CC1CN(Cc2cc(=O)[nH]c(C(C)C)n2)CC(C)O1 (stereo unspecified)
3. CN1CCN(c2nc3ccccn3c(=O)c2/C=C(\C#N)S(=O)(=O)c2ccc(Cl)cc2)CC1
4. CCOCc1cnc(C)nc1NCC(=O)c1c(C)[nH]c2ccc(OC)cc12
5. O=C(NC(=S)Nc1cccc2c(O)cccc12)c1cccc(Br)c1
6. Cc1ccc(OCCCCNC2CCCC(C)C2C)c(C)c1 (stereo unspecified)
7. Cc1ccccc1-c1nc(CS(=O)CC(=O)NCCN2CCOCC2)c(C)o1 (stereo unspecified)
8. COC(=O)CCC(=O)c1oc2ccccc2c1N
9. O=S(=O)(Nc1ccc2cn[nH]c2c1)c1ccccc1
10. CN(C)c1cccc(C(=O)NCc2ccccc2)c1

assay / compound	1	2	3	4	5	6	7	8	9	10
P. falciparum M1AAP	0%	8%	5%	17%	17%	6%	8%	-2%	7%	5%
human PMI inhibitors	-9%	13%	nt	5%	nt	-9%	-1%	6%	4%	-10%
P. falciparum M17LAP	-2%	16%	1%	0%	6%	-2%	2%	16%	7%	8%
XIAP displacement	-7.5%	3.8%	nt	-4.6%	nt	-4.1%	-2.8%	-3.6%	-6.3%	-7.3%
Siah-1 displacement	0%	-3%	9%	-4%	10%	-1%	-3%	0%	-1%	-7%
Dynein cargo inh	-0.42	-1.1	1.2	-0.041	-1.1	-1.1	0.24	0.74	1.5	0.054
Dynein cargo inh cytoplasmic EGFP	-0.27	-0.21	-0.21	-0.24	-0.25	-0.3	-0.17	-0.21	-0.29	-0.32
Dynein cargo inh nuclear GR-EGFP	0.091	-0.81	0.43	0.32	-0.8	0.082	0.37	0.019	1.3	0.3
Dynein cargo inh cell count	0.31	1.3	-0.94	-0.32	1	0.86	0.017	-0.17	-0.67	-0.62
AID2073	10%	-3%	-4%	-14%	7%	26%	-2%	-4%	3%	-6%
LYP inhibition	1%	-10%	-6%	-12%	-4%	-6%	-3%	2%	-6%	-6%
human PMI inhibition	-5%	12%	nt	12%	nt	-2%	-4%	4%	-10%	-4%

11. Cc1nn(-c2ccccc2)c(N)c1Sc1ccccc1[N+](=O)[O-]
12. CCOc1ccc(-c2c[n+]3c(n2-c2ccccc2)CCCCC3)cc1
13. O=[N+]([O-])c1ccc(Sc2n[nH]c(-c3ccco3)n2)nc1
14. Cc1ccc(C(=O)c2cc3ccccc3o2)cc1
15. O=C1CN(c2nc(-c3cccnc3)nc3sc4c(c23)CCCC4)CCN1
16. O=C(CSc1cc(Cl)ccc1Cl)NC1CCCc2ccccc21 (stereo unspecified)
17. CC(Sc1nc2sc3c(c2c(=O)n1-c1ccccc1)CCCC3)C(=O)O (stereo unspecified)
18. CCn1c2ccccc2c2cc(NC(=O)COC(=O)Cc3cn4ccsc4n3)ccc21
19. CC1CCCN(C(=O)C2(NC(=O)Nc3cccc(F)c3)CCCCC2)C1 (stereo unspecified)
20. Cc1cccc(C(=O)N[C@H](C(=O)Nc2ccc(C)c(S(=O)(=O)N(C)C)c2)C(C)C)c1

assay / compound	11	12	13	14	15	16	17	18	19	20
P. falciparum M1AAP	5%	-2%	4%	-10%	3%	-6%	5%	2%	10%	3%
human PMI inhibitors	1%	10%	16%	8%	15%	-15%	nt	12%	-6%	2%
P. falciparum M17LAP	-6%	-4%	11%	-5%	7%	-1%	21%	-3%	-3%	-4%
XIAP displacement	-13%	-12%	-9.8%	-3.6%	-9.2%	-0.7%	nt	-5.2%	-6.3%	-1.4%
Siah-1 displacement	-4%	0%	-1%	-4%	3%	-4%	0%	4%	-1%	2%
Dynein cargo inh	-0.79	0.34	-0.3	-0.86	0.64	-0.32	-0.6	1.2	-0.13	0.55
Dynein cargo inh cytoplasmic EGFP	-0.26	-0.068	-0.22	-0.23	-0.37	0.076	-0.19	-0.29	-0.26	-0.078
Dynein cargo inh nuclear GR-EGFP	-0.4	0.0098	-0.089	-0.71	0.25	-0.45	0.12	0.59	-0.31	-0.06
Dynein cargo inh cell count	0.32	-0.75	0.71	1.1	-0.46	0.23	-0.11	-1.5	0.8	-0.42
AID2073	5%	-5%	3%	8%	8%	-2%	14%	-7%	4%	-5%
LYP inhibition	1%	-5%	-3%	5%	-6%	-4%	3%	-7%	-1%	-6%
human PMI inhibition	16%	20%	8%	6%	6%	-5%	nt	10%	-5%	-4%

21. COc1ccc(N2CCN(C(=O)CSc3nnc(-c4cccnc4)n3-c3ccc(F)cc3)CC2)cc1
22. CSc1ccccc1C(=O)Nc1ccc(C)cc1C
23. N#Cc1cc(C#N)c(N2CCN(c3cccc(Cl)n3)CC2)nc1N
24. COc1ccc(C2=NN(CN3C(=O)C(=O)c4ccccc43)C(c3ccc(OC)cc3)C2)cc1 (stereo unspecified)
25. N/C(=N\N=C\c1ccnc2ccccc12)SC1CC(=O)N(c2ccc(Br)cc2)C1=O (stereo unspecified)
26. CCCc1nc(SCC(=O)N2CCc3ccccc3C2)c2ccccc2n1
27. Cc1ccc(NC(=O)NC(=O)c2cnccc2C(F)(F)F)c(C)c1
28. COCCN(CCOC)S(=O)(=O)c1ccc(C(=O)Nc2nc3c(s2)CCc2ccccc2-3)cc1
29. CCCn1c(-c2ccc[nH]c2=O)nc2ccccc21
30. Cc1ccc(NC(=O)c2cc3cc(OC(F)(F)F)ccc3[nH]2)cc1

assay / compound	21	22	23	24	25	26	27	28	29	30
P. falciparum M1AAP	-9%	-1%	7%	0%	11%	-2%	3%	9%	5%	8%
human PMI inhibitors	1%	14%	7%	-29%	-3%	16%	nt	34%	-3%	nt
P. falciparum M17LAP	-11%	-4%	8%	5%	3%	28%	-5%	-1%	-11%	-3%
XIAP displacement	-0.2%	-3.3%	-4.9%	-9.3%	-45%	-6.1%	nt	-5.9%	-0.1%	nt
Siah-1 displacement	2%	2%	-2%	-2%	4%	5%	2%	8%	-3%	-2%
Dynein cargo inh	-0.19	-0.87	0.78	1	0.12	-1	-0.27	-0.92	-1.2	0.87
Dynein cargo inh cytoplasmic EGFP	-0.18	-0.21	-0.17	-0.25	-0.23	-0.098	-0.27	-0.32	-0.25	-0.21
Dynein cargo inh nuclear GR-EGFP	-0.0057	-0.097	0.67	1.1	-0.097	-0.72	-0.34	-0.75	-0.61	0.055
Dynein cargo inh cell count	-0.013	0.78	0.68	-0.53	0.61	0.83	1.1	0.93	1.3	-1.1
AID2073	-3%	5%	2%	-2%	24%	19%	-12%	42%	26%	26%
LYP inhibition	-2%	-8%	-6%	2%	5%	4%	-7%	-4%	-15%	11%
human PMI inhibition	-15%	9%	12%	-20%	1%	17%	nt	6%	1%	nt

31. O=C(Cc1nc2ccccc2[nH]c1=O)c1ccc(Cl)cc1
32. NC(CSCc1ccccc1Cl)C(=O)O (stereo unspecified)
33. Cc1noc(/C=C/c2ccco2)c1S(=O)(=O)N1CCC(C(=O)N2CCc3ccccc32)CC1
34. COc1cccc(NC(=O)c2oc3ccccc3c2NC(=O)C(C)(C)C)c1
35. COc1ccccc1NC(=O)c1ccc(NC(=O)COC(=O)CCC2CCCC2)cc1
36. COc1ccccc1NC(=O)c1ccc(NC(=O)COC(=O)CC(NC(=O)c2ccccc2Cl)c2ccccc2)cc1 (stereo unspecified)
37. O=C(Cc1ccccc1)Oc1coc(CSc2ncccn2)cc1=O
38. O=C(Nc1ccccc1)c1cccnc1N1CCCC1
39. COc1ccc2c(c1OC)C(=O)OC2Nc1nc(-c2ccccc2)cs1 (stereo unspecified)
40. CCOC(=O)N1CCC(NC(=O)C(CC(C)C)NC(=O)C2CCC(C)CC2)CC1 (stereo unspecified)
41. NNc1nc(-c2ccccc2)c2cc(Cl)ccc2n1
42. O=C1CN(Cc2nc3cc(Cl)ccc3c(=O)[nH]2)CCN1
43. Cc1ccc(C)c(S(=O)(=O)NCc2cccnc2)c1

assay / compound	31	32	33	34	35	36	37	38	39	40	41	42	43
P. falciparum M1AAP	2%	10%	9%	7%	-2%	-2%	15%	2%	8%	3%	-1%	3%	11%
human PMI inhibitors	nt	4%	3%	18%	21%	3%	1%	-4%	18%	-2%	nt	nt	-6%
P. falciparum M17LAP	0%	11%	6%	-7%	4%	8%	3%	2%	8%	4%	-2%	-12%	7%
XIAP displacement	nt	-9.0%	-4.0%	-8.8%	-14%	-8.1%	-2.9%	-1.0%	-4.4%	-1.9%	nt	nt	-9.7%
Siah-1 displacement	2%	0%	-2%	-6%	-2%	9%	-4%	0%	4%	0%	-2%	-8%	13%
Dynein cargo inh	1.2	-0.35	0.22	-0.005	0.83	-0.8	-0.44	0.18	-0.88	0.48	-0.4	1.9	-0.71
Dynein cargo inh cytoplasmic EGFP	1.2	-0.19	-0.044	-0.29	-0.22	-0.25	-0.3	-0.11	-0.17	0.72	-0.28	-0.7	-0.27
Dynein cargo inh nuclear GR-EGFP	0.76	-0.41	0.42	-0.21	0.6	-0.25	-0.27	0.24	-0.64	0.75	-0.18	0.65	-0.75
Dynein cargo inh cell count	-0.89	0.35	-0.95	-0.77	-0.7	0.83	0.17	0.32	1.6	-2	0.31	-1.3	1.1
AID2073	-6%	2%	17%	18%	2%	22%	-11%	2%	14%	-5%	14%	0%	5%
LYP inhibition	-14%	0%	4%	3%	11%	-8%	-5%	-1%	2%	-9%	-2%	-11%	-3%
human PMI inhibition	nt	-4%	-2%	17%	26%	13%	-8%	2%	17%	1%	nt	nt	-9%

# Whole records from above.
# Shown for O=C(NC(=S)Nc1cccc2c(O)cccc12)c1cccc(Br)c1 → P. falciparum M1AAP: 17%; human PMI inhibitors: nt; P. falciparum M17LAP: 6%; XIAP displacement: nt; Siah-1 displacement: 10%; Dynein cargo inh: -1.1; Dynein cargo inh cytoplasmic EGFP: -0.25; Dynein cargo inh nuclear GR-EGFP: -0.8; Dynein cargo inh cell count: 1; AID2073: 7%; LYP inhibition: -4%; human PMI inhibition: nt
# Shown for CCn1c2ccccc2c2cc(NC(=O)COC(=O)Cc3cn4ccsc4n3)ccc21 → P. falciparum M1AAP: 2%; human PMI inhibitors: 12%; P. falciparum M17LAP: -3%; XIAP displacement: -5.2%; Siah-1 displacement: 4%; Dynein cargo inh: 1.2; Dynein cargo inh cytoplasmic EGFP: -0.29; Dynein cargo inh nuclear GR-EGFP: 0.59; Dynein cargo inh cell count: -1.5; AID2073: -7%; LYP inhibition: -7%; human PMI inhibition: 10%
